E coli WT exp – growth inhibitors of wild-type E. coli, primary screen, strain BW25113, expanded library, OD600; growth inhibition, % at 100 µM; hit rate 0.15% among 98,000; AID 710, 2007; OD600 absorbance;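 active means growth inhibition above about 50% at one test dose, limit read from the data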;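 further: growth measured after 20 h incubation at 37 °C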
Mac1 fbg inh – inhibitors of CD11b/CD18 adhesion to fibrinogen, primary screen, K562 cells, luminescence; ATPlite luminescence; Mn2+ added to activate the integrin; inhibition, % at 10 µM; hit rate 0.54% among 93,000;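 active means primary inhibition of 50% or more at 10 µM, then 40% or more on retest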; further: some results filed as inactive read as strong as hits
MT1-MMP txn act – MT1-MMP promoter reporter activation – cell-based, luciferase luminescence, primary screen; HT1080 MT1-MMP promoter luciferase reporter, overnight; active compounds read high; activation factor at 10 µM; hit rate 0.16% among 86,000;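 active means activation factor of at least 2 for MT1-MMP transcription at 10 µM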
ERa SRC1 inh – ERα–SRC-1 coactivator interaction inhibitors, primary screen, biochemical, TR-FRET, ERα LBD, estradiol-bound; Estrogen receptor (Homo sapiens), P03372; TR-FRET ER-alpha LBD / SRC-1 peptide; inhibition, % at 25.6 µM; hit rate 1.7% among 86,000; AID 629, 2007; in the data active means inhibition above about 50%;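 further: 0% = receptor plus peptide control and 100% = peptide only without receptor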
Mac1 fbg enh – enhancers of CD11b/CD18 adhesion to fibrinogen, primary screen, K562 cells, luminescence. Integrin beta-2 (Homo sapiens) + Integrin alpha-M (Homo sapiens), P05107+P11215. ATPlite luminescence. activation, % at 10 µM. hit rate 0.07% among 93,000. AID 1499, 2009;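 active means 10 µM primary screen giving 50% or more activity, confirmed by 40% or more on retest at that dose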; further: strong numbers were not always called active; reference of the scale not given here
FAK blocker – FAK kinase inhibitors, primary screen, biochemical; Focal adhesion kinase 1 (Homo sapiens), Q05397; biochemical FAK kinase activity assay; inhibition, %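 (tested at 7 µM)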; hit rate 0.84% among 97,000; AID 727, 2007; in the data active means inhibition above about 19%;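 further: 0% = DMSO and 100% = reference compound high control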
Target sequence (Q05397 whole entry, looked up): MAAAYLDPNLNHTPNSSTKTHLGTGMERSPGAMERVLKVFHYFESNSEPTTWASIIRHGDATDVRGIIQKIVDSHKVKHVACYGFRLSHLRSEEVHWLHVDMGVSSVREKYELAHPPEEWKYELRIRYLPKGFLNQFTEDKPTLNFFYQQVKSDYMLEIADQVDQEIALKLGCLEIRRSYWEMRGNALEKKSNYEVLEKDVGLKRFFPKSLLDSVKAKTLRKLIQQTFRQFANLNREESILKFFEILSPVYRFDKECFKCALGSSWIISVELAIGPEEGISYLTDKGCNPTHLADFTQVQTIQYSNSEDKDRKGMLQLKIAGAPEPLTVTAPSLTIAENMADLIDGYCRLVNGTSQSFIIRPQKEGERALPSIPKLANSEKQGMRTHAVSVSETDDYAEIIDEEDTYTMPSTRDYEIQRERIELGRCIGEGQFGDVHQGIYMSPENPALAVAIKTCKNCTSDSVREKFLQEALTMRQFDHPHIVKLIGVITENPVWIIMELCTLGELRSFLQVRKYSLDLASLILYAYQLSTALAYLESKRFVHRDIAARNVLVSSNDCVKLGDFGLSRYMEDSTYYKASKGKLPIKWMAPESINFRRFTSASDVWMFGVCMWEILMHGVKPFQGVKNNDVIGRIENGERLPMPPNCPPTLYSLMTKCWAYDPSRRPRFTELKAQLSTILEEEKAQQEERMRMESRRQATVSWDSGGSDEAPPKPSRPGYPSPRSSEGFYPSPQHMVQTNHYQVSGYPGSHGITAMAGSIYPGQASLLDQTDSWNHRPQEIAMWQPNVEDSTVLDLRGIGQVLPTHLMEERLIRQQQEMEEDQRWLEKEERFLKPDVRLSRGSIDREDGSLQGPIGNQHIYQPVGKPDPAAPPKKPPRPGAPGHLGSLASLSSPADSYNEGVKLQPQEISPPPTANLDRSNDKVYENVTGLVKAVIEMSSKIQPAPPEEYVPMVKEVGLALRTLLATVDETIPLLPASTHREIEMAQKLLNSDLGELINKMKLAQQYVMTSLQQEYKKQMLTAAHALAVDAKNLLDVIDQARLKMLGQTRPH
ERa coact pot – enhancers of ERα–SRC-1 coactivator binding, primary screen, biochemical, TR-FRET, ERα LBD, low estradiol; Estrogen receptor (Homo sapiens), P03372; TR-FRET ERalpha-LBD/SRC-Cy5 coactivator binding, 2 h; 100 = basal binding, no effect; coactivator binding (% of control), % at 25.6 µM; hit rate 1.3% among 86,000; AID 639, 2007; in the data active means activity above about 200%;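 further: binding measured in presence of low estradiol as agonist stimulus; 0% = peptide alone without receptor and 100% = receptor with peptide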
PLAP act – PLAP enzyme activators, biochemical, luminescence, HTS; Alkaline phosphatase, placental type (Homo sapiens), P05187; purified PLAP enzyme, luminescent substrate read-out; active compounds read high; activation fold at 20 µM; hit rate 1.2% among 96,000; AID 696, 2007; in the data active means activation fold above about 2
ERb SRC1 inh – inhibitors of ERβ-SRC1 coactivator interaction, primary screen, biochemical, TR-FRET, ERβ LBD, SRC-1 peptide | TR-FRET ER-beta LBD / SRC1-Cy5 peptide binding; receptor agonist-loaded with 1 µM estradiol | inhibition, % at 25.6 µM | hit rate 1.3% among 86,000 | AID 633, 2007;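 active means compounds whose percent inhibition of the receptor-coactivator binding signal exceeds about 50% in the single-dose screen, limit read from the data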;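 further: 0% = receptor plus peptide wells without compound and 100% = peptide-only wells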
Numbers without * were called inactive; . = no result given; [ ] = dose if it differs, or a comment.

SMILES | E coli WT exp | Mac1 fbg inh | MT1-MMP txn act | ERa SRC1 inh | Mac1 fbg enh | FAK blocker | ERa coact pot | PLAP act | ERb SRC1 inh
CC(C)=CC(=O)Nc1ccccc1Br | 5.0 | -20.9 | 1 | -0.8 | 13.3 | -0.5 | 107.2[fluorescence artefact?] | 0.8 | -4.6
COc1ccc(-c2noc(CCC(=O)Nc3cccnc3)n2)cc1OC | 8.0 | -8.9 | 1.1 | -1.1 | 6.2 | -0.9 | 133.7 | 0.9 | 3.2
CCCOC(=O)c1ccc(-c2c(C)noc2-c2ccc(OC)cc2O)o1 | -6.0 | 11.3 | 1.1 | 5.3 | 15.2 | 0.3 | 75.9 | 1.1 | 6.5[fluorescence artefact?]
CCCCNCc1ccc(SC)cc1 | 7.0 | -1.5 | . | . | 3.5 | -7.1 | . | 0.8 | .
O=C(OCC1CC(c2ccccn2)=NO1)c1ccc(Br)cc1 (stereo unspecified) | -2.0 | -1.9 | 1.3 | -0.5 | 3.2 | . | 115.0 | 1.3 | -0.4
CCn1c(=O)n(CC(=O)Nc2cc(OC)ccc2OC)c(=O)c2ccccc21 | -5.0 | -6.9 | 1.2 | -20.0 | -1.0 | -1.7 | 117.6 | 0.9 | -0.4
CCN(c1ccccc1)S(=O)(=O)c1ccc(OCc2c(C)noc2C)cc1 | -8.0 | 3.2 | 1.1 | -4.8 | -2.4 | 0.6 | 77.5 | 1 | -4.5
COc1ccccc1CC(=O)N(CCC#N)CCC#N | . | . | 1 | -0.8 | . | 0.7 | 104.1 | . | -0.3
COc1ccc(Oc2nc3ccccc3n(C)c2=O)cc1 | -13.0 | -21.0 | . | . | -5.0 | -1.3 | . | 0.9 | .
Cc1cc(OCC(O)CN2CCN(CCO)CC2)ccc1C(C)C (stereo unspecified) | -1.0 | . | 1.1 | -8.2 | . | 5.1 | 100.7 | 1.7 | 19.0
COc1ccc(OC)c(-c2cn(S(=O)(=O)c3ccccc3)nc2N)c1 | -2.0 | -1.6 | 1 | -4.7 | 2.8 | 1.2 | 118.7 | 0.9 | -10.9
Cc1nc(SCC(=O)NCc2ccc(F)cc2)c2c(=O)n(C)c(=O)n(C)c2n1 | 1.0 | 17.7 | . | 0.4 | -1.6 | 4.9 | 93.2 | 1.1 | -18.5
O=C(O)CCc1ccc(-c2ccc(Br)cc2)n1CC(=O)O | -3.0 | . | 1.2 | 15.3 | . | -3.8 | 83.5[fluorescence artefact?] | 1.6 | 16.0
CN1CCN(c2nc(-c3cccs3)cc(C(F)(F)F)n2)CC1 | 9.0 | . | 1.1 | -5.5 | . | 2.9 | 109.7 | 1.4 | -13.8
CCCC(CCC)C(=O)Nc1ccncc1 | 15.0 | 10.0 | 1 | -3.0 | 1.9 | -1.9 | 101.6 | 1.1 | -4.9
CCOC(=O)c1cc(CC)sc1NC(=O)c1cc(OC)c(OC)c(OC)c1 | -8.0 | -16.9 | . | -2.1 | 12.4 | 2.1 | 111.0 | 1.2 | -4.5
Cc1cc(C)n(CC(O)Cn2c3ccc(Br)cc3c3cc(Br)ccc32)c(=O)n1 (stereo unspecified) | -1.0 | -2.7 | 1.1 | 14.6[fluorescence artefact?] | -1.3 | 1.1 | 99.9 | 1.6 | 8.5[fluorescence artefact?]
COC(=O)c1[nH]c2cccc(C)c2c1NC(=O)CN1CCN(c2ccccc2OC)CC1 | 2.0 | -4.5 | 1.2 | 1.2 | 2.3 | 1.4 | 116.5 | 1.3 | -8.1[fluorescence artefact?]
CC(=O)N=c1sc(S(N)(=O)=O)nn1C | . | . | 1.2 | -2.6 | . | . | 89.2 | . | 23.5
O=C(OCCN1C(=O)c2ccccc2C1=O)c1cc(=O)[nH]c2ccccc12 | 7.0 | -11.3 | 1.1 | 2.4[fluorescence artefact?] | -0.2 | -2.6 | 112.4 | 1.1 | 8.2[fluorescence artefact?]
CCS(=O)(=O)N1CCN(Cc2ccncc2)CC1 | -1.0 | -10.4 | 1.1 | -3.2 | -0.1 | 4.2 | 114.7 | 0.8 | -4.1
CCCNC(=O)CN(CCc1ccccc1)S(C)(=O)=O | -3.0 | -5.7 | 1.2 | 3.8[fluorescence artefact?] | 2.2 | -0.8 | 108.2 | 0.9 | -1.4[fluorescence artefact?]
CCS(=O)(=O)n1nc(C(=O)N2CCOCC2)nc1N | -2.0 | -31.9 | 1.1 | -40.2 | 8.6 | . | 105.0 | 0.9 | -11.5
CC(=O)c1c(N=CN(C)C)nc(C)nc1-c1ccccc1 | 8.0 | . | 1.2 | 5.1[fluorescence artefact?] | . | 1.0 | 107.4 | 1 | 8.1
CCN(CC)C(=O)C(=O)Nc1cc(C(F)(F)F)ccc1Cl | 4.0 | -6.4 | 1.2 | 18.4 | 0.2 | -1.4 | 109.7 | 0.9 | 2.2
N#Cc1cc2cc3c(cc2nc1SCC(=O)OC1CCCCC1)OCO3 | -1.0 | 25.0 | 1.5 | 32.4[fluorescence artefact?] | -1.3 | -3.4 | 231.0*[fluorescence artefact?] | 0.9 | 42.6[fluorescence artefact?]
O=C(OCc1ccc(Cl)c(Cl)c1)c1ccccn1 | 6.0 | -0.9 | 1.1 | -4.7 | -1.6 | -2.1 | 98.0 | 1.2 | -12.9[fluorescence artefact?]
Cc1ccc(S(=O)(=O)N(C)CC(=O)NCc2ccncc2)cc1 | 2.0 | 17.6 | 1.2 | 1.6 | -5.8 | -0.2 | 95.2 | 0.9 | -14.3
O=c1cc(CSc2nnnn2-c2ccccc2)nc2scc(-c3ccccc3)n12 | -6.0 | -1.2 | 1.2 | 45.1 | 14.6 | 1.9 | 63.4[fluorescence artefact?] | 1.2 | 37.2
COc1ccc(-c2[nH]nc3c2C(c2ccoc2)C(C#N)=C(N)O3)cc1 (stereo unspecified) | . | . | 1.2 | 4.7 | . | 0.5 | 83.3 | . | 16.9
CCOC(=O)CSc1nc2ccc(S(=O)(=O)N3CCOCC3)cc2[nH]1 | 1.0 | -6.4 | 1.2 | 5.2 | 4.5 | 1.6 | 100.0 | 1.5 | -9.4
COc1cc(C2C(C#N)=C(C)NC3=C2C(=O)CC(C)(C)C3)ccc1O (stereo unspecified) | 6.0 | -5.0 | 1.1 | -5.5 | -3.9 | 0.4 | 93.9 | 0.9 | 1.4
Cc1nn(CC(=O)Nc2sc3c(c2C#N)CCC(C(C)(C)C)C3)c(C)c1[N+](=O)[O-] (stereo unspecified) | -10.0 | 99.8 | . | . | -13.7 | 0.6 | . | 1.2 | .
O=S(=O)(NCCOc1ccccc1)c1ccc2ccccc2c1 | -6.0 | -3.5 | . | . | -3.3 | -1.2 | . | 0.9 | .
CCc1nnc(NC(=O)c2ccc(S(=O)(=O)N(CC(C)C)CC(C)C)cc2)o1 | 11.0 | . | 1 | 2.7 | . | -1.3 | 100.8 | . | 15.1
COc1ccccc1N1CCN(S(=O)(=O)c2cn(C)c(=O)n(C)c2=O)CC1 | 5.0 | -12.1 | 1 | -8.5 | -0.4 | -0.7 | 99.5 | 1.3 | -10.0
CC(=O)Nc1ccc(S(=O)(=O)N2CCC(c3nc4ccccc4[nH]3)CC2)cc1 | 1.0 | 4.2 | 1 | -6.5 | -0.6 | 17.7 | 100.2 | 1 | -2.2[fluorescence artefact?]
CCCc1nc2oc3c(NCc4ccccn4)ncnc3c2c2c1COC(C)(C)C2 | 1.0 | 9.7 | 1 | 1.8 | -3.7 | . | 109.4 | 1.5 | -9.6[fluorescence artefact?]
COC(=O)c1ccc(S(=O)(=O)N2CCC(c3nc4ccccc4o3)CC2)cc1 | -16.0 | -14.4 | 1.1 | 12.0[fluorescence artefact?] | 46.5 | -0.2 | 101.9[fluorescence artefact?] | 0.9 | 4.9[fluorescence artefact?]
Cc1cc(Nc2ccc(F)cc2)nc(N)n1 | 18.0 | -7.4 | . | . | -7.0 | -1.6 | . | 1 | .

Quoted from the listing.
Reading of Cc1nn(CC(=O)Nc2sc3c(c2C#N)CCC(C(C)(C)C)C3)c(C)c1[N+](=O)[O-] (stereo unspecified) in E coli WT exp: -10.0
Reading of O=S(=O)(NCCOc1ccccc1)c1ccc2ccccc2c1 in FAK blocker: -1.2

3 entries picked at random from those above:
SMILES | E coli WT exp | Mac1 fbg inh | MT1-MMP txn act | ERa SRC1 inh | Mac1 fbg enh | FAK blocker | ERa coact pot | PLAP act | ERb SRC1 inh
COc1ccccc1N1CCN(S(=O)(=O)c2cn(C)c(=O)n(C)c2=O)CC1 | 5.0 | -12.1 | 1 | -8.5 | -0.4 | -0.7 | 99.5 | 1.3 | -10.0
COC(=O)c1ccc(S(=O)(=O)N2CCC(c3nc4ccccc4o3)CC2)cc1 | -16.0 | -14.4 | 1.1 | 12.0[fluorescence artefact?] | 46.5 | -0.2 | 101.9[fluorescence artefact?] | 0.9 | 4.9[fluorescence artefact?]
Cc1cc(Nc2ccc(F)cc2)nc(N)n1 | 18.0 | -7.4 | . | . | -7.0 | -1.6 | . | 1 | .

Next section:
SMILES | E coli WT exp | Mac1 fbg inh | MT1-MMP txn act | ERa SRC1 inh | Mac1 fbg enh | FAK blocker | ERa coact pot | PLAP act | ERb SRC1 inh
COc1ccccc1N=C(C)C1=C(O)COC1=O | -5.0 | 7.1 | 1.1 | -4.2 | 4.4 | -0.9 | 103.4 | 0.8 | -21.7
CCOc1ccc(S(=O)(=O)n2nc(C)cc2C)c2ccccc12 | -1.0 | -2.2 | 1.1 | -2.5 | -0.6 | . | 108.6 | 0.9 | 3.0
CSc1nc(NCc2ccco2)c2sc3nc(C(C)C)c4c(c3c2n1)CC(C)(C)OC4 | -12.0 | -2.5 | . | . | 1.4 | 1.3 | . | 1.1 | .
COc1ccc(CCNC(=O)C2CCCN2C(=O)NC2CCCCC2)cc1OC (stereo unspecified) | 2.0 | -10.1 | 1.3 | 3.0 | -0.3 | -5.6 | 117.3[fluorescence artefact?] | 1.1 | -1.8
Cc1c(Nc2ncnc3c2cnn3-c2ccccc2)c(=O)n(-c2ccccc2)n1C | 1.0 | -14.9 | 1.1 | -8.0 | -2.3 | 0.8 | 108.0 | 0.9 | -0.1
C=CCc1cccc(/C=N/NC(=O)CNc2ccccc2)c1O | -9.0 | -19.4 | . | . | 22.8 | 0.1 | . | 1.1 | .
COc1ccccc1NC(=O)COc1ccc(C(=O)OCC(=O)N2CCCC2=O)cc1OC | -11.0 | 7.1 | 1.1 | -5.5[fluorescence artefact?] | -0.8 | -4.2 | 349.0*[fluorescence artefact?] | 1 | 12.0[fluorescence artefact?]
CCc1c(C)nc2ncnn2c1N1CCC(C(=O)N2CCN(c3ccccc3)CC2)CC1 | . | -1.5 | 1.1 | -1.2[fluorescence artefact?] | -0.1 | . | 99.1[fluorescence artefact?] | 1.4 | 5.2[fluorescence artefact?]
Cc1csc(NC(=O)CNS(=O)(=O)c2cccs2)n1 | 0.0 | -7.0 | 1 | -1.7 | 11.5 | -4.9 | 91.4 | 2* | 4.1
O=S(=O)(Nc1ccc(N2CCOCC2)cc1)c1cccs1 | 6.0 | -8.9 | 1.2 | 97.1*[fluorescence artefact?] | 6.7 | 17.0 | 5.9[fluorescence artefact?] | 1.2 | 75.6*[fluorescence artefact?]
C=CCc1ccccc1OCC(O)CN1CCN(c2ccc(OC)cc2)CC1 (stereo unspecified) | 15.0 | -2.7 | 1.2 | 3.0[fluorescence artefact?] | -4.2 | -2.6 | 114.3 | 1.4 | -3.1[fluorescence artefact?]
CN(Cc1ccccc1)S(=O)(=O)c1ccc(S(=O)(=O)N(Cc2ccc(F)cc2)C2CCCC2)cc1 | -17.0 | 4.3 | 1.2 | -7.0 | -3.3 | 0.8 | 107.4 | 0.7 | 2.0[fluorescence artefact?]

High-throughput results: PubChem, several laboratories
